LEDGF integ inh = blockers of LEDGF/p75-dependent integrase strand transfer – biochemical, TR-FRET, high throughput, primary screen | TR-FRET IN-LEDGF/p75 DNA integration, Eu/Cy5 | actives 0.64% (n = 370,000) | inhibition, % at 3.7 µM;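 active = inhibition above the screen-wide mean plus 3 SD, cut at about 13% in these data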;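 note: signal is the Cy5 over europium emission ratio at 671 and 618 nm; 0% = plate median of compound wells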
TCR CD3 inh = inhibitors of human TCR-CD3 interaction, primary screen, biochemical, fluorescence, TAMRA-labeled TCR probe; T-cell receptor (TCR); inhibition, % at 9.4 µM; actives 0.37% (n = 360,000); AID 651800, 2012; in the data active = inhibition above about 19%;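 note: recombinant mutant TCR 2C K166C tagged with TAMRA read by polarization; 0% = receptor in buffer alone and 100% = receptor with positive control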
HTRA1 inhibitor = HTRA1 serine protease inhibitors, primary screen, biochemical, fluorescence polarization, HTS; AID 504803, 2011; actives 0.5% (n = 340,000); recombinant HTRA1, FP-rhodamine activity-based probe; inhibition, % at 5.96 µM; Q92743; in the data active = inhibition above about 36%;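 note: 0% = enzyme with DMSO and 100% = wells lacking enzyme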
NR1D1 modulator = modulators of Rev-erb alpha DNA binding, primary screen, biochemical, FITC-DNA, fluorescence polarization, uHTS. Nuclear receptor subfamily 1 group D member 1 (Homo sapiens), P20393. Rev-erbα–FITC-DNA binding, 90 min. activity, % at 10 µM. actives 0.79% (n = 370,000). AID 1259318, 2017;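 active = activity above about 14%, limit read from the data; passing the limit was not always enough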;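 note: 0% = DMSO wells with 35 nM protein and 100% = DMSO wells with 750 nM protein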
ABHD4 inh = ABHD4 inhibitors, primary screen, biochemical, fluorescence polarization, mouse | (Lyso)-N-acylphosphatidylethanolamine lipase (Mus musculus), Q8VD66 | purified mABHD4, FP-Rh probe fluorescence polarization | inhibition, % at 8.92 µM | actives 0.54% (n = 370,000) | AID 720543, 2013;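 active = inhibition exceeding the mean over every tested compound plus 3 SD, cut at about 30% in these data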;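 note: 0% = plate median of compound wells and 100% = S159A mutant with DMSO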
Target sequence (Q8VD66 whole entry, looked up): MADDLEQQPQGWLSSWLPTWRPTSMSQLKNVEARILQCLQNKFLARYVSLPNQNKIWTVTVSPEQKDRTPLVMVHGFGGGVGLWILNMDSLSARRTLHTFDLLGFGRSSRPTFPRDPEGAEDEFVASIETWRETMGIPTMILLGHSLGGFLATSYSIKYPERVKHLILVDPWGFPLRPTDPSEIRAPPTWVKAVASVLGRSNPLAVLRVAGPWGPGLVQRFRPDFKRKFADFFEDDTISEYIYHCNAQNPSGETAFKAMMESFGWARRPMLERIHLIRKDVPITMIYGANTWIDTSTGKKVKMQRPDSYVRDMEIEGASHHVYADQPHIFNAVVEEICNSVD
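Material: mouse ABHD4 enzyme, wild type; Benchmarks: S159A mutant high control, sample median low control; Buffer or medium: HEPES pH 7.0, NaCl, Pluronic buffer; Signal: fluorescence polarization; Read-out: percent inhibition of probe binding, normalized to plate controls; Timing: pre-incubation 45 min, probe exposure 60 min, at 25 °C; Dosing: 8.92 µM, single dose.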
rCAG binder = binders of r(CAG) RNA repeats, primary screen, biochemical, fluorescence. r(CAG) RNA repeat, TO-PRO-1 dye displacement fluorescence. inhibition, % at 3 µM. AID 651821, 2012. actives 1.3% (n = 370,000);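 active = inhibition above the plate cutoff, the mean of all test compounds on that plate plus 3 SD, cut at about 35% in these data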;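 note: 0% = DMSO alone and 100% = 100 µM mitoxantrone as full dye displacement; higher means more dye released from RNA so lower well fluorescence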
PRMT1 FP inh = PRMT1 methyltransferase inhibitors, primary screen, biochemical, fluorescence polarization | actives 1.3% (n = 370,000) | recombinant PRMT1, activity-based probe fluorescence polarization | Protein arginine N-methyltransferase 1 (Homo sapiens), Q99873 | inhibition, % at 2.79 µM;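 active = inhibition above about 21% made by adding two undisclosed values, limit read from the data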
PG9 Ab binder = binders of HIV-1 gp120 antibody PG9, primary screen, biochemical, TR-FRET; HIV-1 gp120 / PG9 antibody interaction; actives 0.43% (n = 360,000); inhibition, % at 6.7 µM; TR-FRET gp120-PG9 antibody binding; in the data active = inhibition above about 8.5%
SIAE primary = human SIAE inhibitors, primary screen, biochemical, fluorescence polarization, FP-Rh probe, 1536-well HTS; SIAE FP-Rh probe binding; inhibition, % at 9.66 µM; actives 0.69% (n = 370,000); AID 1053197, 2014;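 active = inhibition above a cutoff: mean of compounds within the control limits plus 3 SD of those, cut at about 17% in these data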;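 note: 0% = plate median of compound wells and 100% = probe without SIAE protein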
Target sequence (Q9HAT2 whole entry, looked up): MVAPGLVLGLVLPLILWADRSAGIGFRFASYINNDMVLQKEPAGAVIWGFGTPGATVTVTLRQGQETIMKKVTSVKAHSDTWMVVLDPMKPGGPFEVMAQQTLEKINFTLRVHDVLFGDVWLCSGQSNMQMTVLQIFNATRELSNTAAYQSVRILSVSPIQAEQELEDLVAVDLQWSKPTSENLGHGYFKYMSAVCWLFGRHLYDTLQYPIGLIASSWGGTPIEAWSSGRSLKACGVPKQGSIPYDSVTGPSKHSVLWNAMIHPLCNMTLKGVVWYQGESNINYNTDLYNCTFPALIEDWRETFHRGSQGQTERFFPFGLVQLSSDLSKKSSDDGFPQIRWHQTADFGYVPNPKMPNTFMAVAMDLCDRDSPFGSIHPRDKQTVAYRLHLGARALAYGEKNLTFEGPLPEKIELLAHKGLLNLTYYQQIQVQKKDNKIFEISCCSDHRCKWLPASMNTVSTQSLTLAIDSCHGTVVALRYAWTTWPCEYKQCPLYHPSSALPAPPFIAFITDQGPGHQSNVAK
TDP2 absorb = human TDP2 enzyme inhibitors, primary screen, biochemical, epi absorbance, recombinant enzyme. T5PNP hydrolysis, p-nitrophenol absorbance 415 nm. actives 0.34% (n = 370,000). inhibition, % at 12.8 µM. Tyrosyl-DNA phosphodiesterase 2 (Homo sapiens), O95551;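 active = inhibition above the mean of all tested compounds plus 3 SD, set per campaign, cut at about 25% in these data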;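 note: 0% = DMSO with enzyme and 100% = buffer with substrate but no TDP2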
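test system = human TDP2 enzyme | input = TDP2 enzyme at 120 nM final | medium = 50 mM Tris-HCl pH 7.5 with Mg2+, KCl, DTT, BSA | also added = T5PNP substrate, 5 mM | times = 2 h at 37 °C | technique = epi absorbance | benchmarks = high control without enzyme, low control DMSO plus TDP2 | replication = each compound tested once, singlicate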
* = called active by the depositor; x = not tested or not shown.

SMILES	LEDGF integ inh	TCR CD3 inh	HTRA1 inhibitor	NR1D1 modulator	ABHD4 inh	rCAG binder	PRMT1 FP inh	PG9 Ab binder	SIAE primary	TDP2 absorb
CC(=O)Nc1ccc(SC[C@H](C)CN2CC[C@H](O)CCC2=O)cc1	1	2	-6	-9	3	-1	26*	-0.3	1	4
COc1cc(C=c2c3ccccc3n3c2cc(-c2ccccc2)[n+]3C)cc(OC)c1OC	29*	-31	13	-1	-139	11	6	-4.3	-96	39*
C/C(=N/NC(=O)c1ccc(C(C)(C)C)cc1)c1cccnc1	1	2	x	0	6	-4	-1	-1.4	3	4
Cc1ccc(OCC(=O)Nc2cc(C(C)(C)C)on2)cc1C	0	6	-12	3	1	-7	0	-1.9	0	9
c1ccc(-c2csc3nnc(SCc4ccc5c(c4)OCO5)n23)cc1	3	11	-10	0	-6	1	-8	-0.3	5	-8
Cc1cccc(C)c1NC(=O)C1(C)CSCC(=O)N1CCc1ccccc1F (stereo not given)	0	11	x	0	4	0	1	-0.1	-2	-7
Oc1ccc2ccccc2c1C=NNc1ccccn1	-1	1	11	1	36*	5	4	0.9	7	-9
Cc1cccc(NC(=O)COC(=O)c2nn(C)c(=O)c3ccccc23)c1C	2	7	4	-3	3	3	-4	0.9	-3	5
CCN(C[C@H]1N[C@@](C)(C(=O)OC)[C@H]2C(=O)N(C)C(=O)[C@@H]12)C(=O)C1CCCCC1	-1	0	-3	-3	5	0	3	-0.3	-1	1
CN1CCN(c2nc3c(c(=O)[nH]c(=O)n3C)n2CCSc2nnnn2-c2ccccc2)CC1	1	4	4	0	9	-1	-12	-2.0	9	-15
COC(=O)C1CN(Cc2ccc(F)cc2)CCS(=O)(=O)N1Cc1cn(Cc2ccc(F)cc2)nn1 (stereo not given)	-2	x	x	5	5	1	2	x	4	4
COc1cccc(/C=N/n2nnnc2N)c1OCc1ccccc1Cl	1	0	-6	-7	4	7	-4	0.3	-6	-4
CCOc1ccc(N(CC(=O)Nc2ccccc2C(=O)NC(C)CC)S(C)(=O)=O)cc1 (stereo not given)	1	-5	-6	3	3	-6	1	0.8	-3	9
COc1ccc(/C=C/c2nc(-c3ccccc3O)n[nH]2)cc1	-4	-2	-32	-7	-42	21	3	-1.4	-7	-4
CCOc1ccc(C2CC(c3ccccc3C)n3nc(N)nc3N2)cc1 (stereo not given)	-4	7	-4	-8	2	1	2	-0.4	4	3
COC(=O)[C@]12C[C@H](CC(=O)NCCc3ccccc3OC)C(=O)N(Cc3ccco3)C1=C[C@H](C(C)(C)C)O[C@@H]2C	-1	x	x	-2	0	0	0	x	-2	-1
CC(C#N)Sc1ccc(S(=O)(=O)N(C)C2CCCCC2)cn1 (stereo not given)	2	-3	-11	1	0	1	1	-3.3	2	-8
N/C(=N\OC(=O)/C=C/c1ccccc1Cl)c1ccccn1	-1	6	12	-3	2	-1	1	-1.5	0	6
COc1ccc(C(=O)N2CCc3c([nH]c4ccccc34)C2C(F)(F)F)cc1 (stereo not given)	-2	3	-33	3	-5	-8	2	1.2	-4	2
Cc1n[nH]c(C)c1S(=O)(=O)N1CCN(C(=O)c2ccco2)CC1	3	2	10	-7	3	0	3	-0.1	-2	1
O=C(CNC(=O)c1ccccc1)OCN1C(=O)c2ccccc2C1=O	-1	-1	7	-4	8	-1	1	-1.6	-2	0
COc1ccc(CCNc2nc3ccc(C)cc3n3cnnc23)cc1OC	-1	-4	-3	42*	-6	-1	5	0.2	-6	-4
CSc1nnc(C2CCN(CC(=O)Nc3ccccc3N3CCOCC3)CC2)n1C	-2	-1	10	-5	3	0	4	0.9	-4	5
CCS(=O)(=O)NCCc1cc2cc(C)c(C)cc2[nH]c1=O	1	-2	2	2	1	3	1	-1.1	1	-2
C=CCn1c(Oc2ccc(C(=O)OC)cc2)nc2c1c(=O)n(C)c(=O)n2C	-1	-1	-2	-1	0	0	-1	0.3	-2	12
COCCNc1nc(C)cc(-c2cc(C(=O)NCc3ccccc3)on2)n1	-1	0	-2	-4	5	-5	-2	-0.3	-5	-3
CCn1cnc2cc(NCc3ccncc3)ccc21	-5	2	-3	5	6	-1	3	0.9	5	8
COc1ccc(C(CNC(=O)c2ccc(C)c(S(=O)(=O)Nc3ccccc3OC)c2)N2CCCC2)cc1 (stereo not given)	3	5	-13	-1	2	-3	1	-0.5	-7	-1
Cc1cccc(C(=O)c2c[nH]cc2-c2ccccc2)c1	-3	3	-7	-3	-4	2	-2	-0.9	5	-6
CCc1nc2ccccc2c(C(=O)OCC(=O)Nc2ccc(S(=O)(=O)N3CCOCC3)cc2)c1C	-1	7	-42	-4	-36	8	-1	-1.7	-42	-6
Fc1ccccc1OCCSc1ncnc2nc[nH]c12	-2	-6	5	2	1	1	1	1.5	-8	-1
CCOc1ccc(OCC)c(NC(=O)C2C3C=CC(O3)C2C(=O)O)c1 (stereo not given)	0	2	7	1	8	3	2	-1.9	8	-4
O=C(Nc1ccccc1N1CCN(C(=O)c2ccc(Cl)cc2)CC1)c1cc2ccccc2o1	2	0	-70	7	-2	0	-2	-0.1	-13	4
CCn1c(N2CCN(C(=O)c3ccco3)CC2)nc2ccccc21	-2	-3	2	5	2	-3	1	0.3	3	7
CC(=O)Nc1ccc(NC(=O)CCOc2cc(C)ccc2C)cc1	2	-1	-2	3	-2	-4	2	0.9	-4	5
Cn1c(SCC(=O)NC2CCCCC2)nnc1C(F)(F)F	-1	4	1	2	-6	0	-1	0.7	4	4
CCn1c(=O)cc(N2CCN(c3cccc(C(F)(F)F)c3)CC2)[nH]c1=O	2	x	x	-5	-2	x	-1	x	-8	-8
Cc1ccc(NC(=S)N2CCC(c3nc4ccccc4s3)CC2)cc1	0	6	-18	x	-9	2	3	-3.6	14	-5
CCC1CCc2c(sc(NC(=O)c3ccoc3C)c2C(N)=O)C1 (stereo not given)	-2	-4	-20	10	-10	25	-1	-1.3	-4	-1
Cc1c(NC(=O)Cc2ccccc2)cccc1C(=O)NN1C(=O)c2ccccc2C1=O	-1	-4	-6	2	-1	0	2	-0.5	0	-3
CCOC(=O)N1CCN(C(=O)Cn2nc(-c3ccc(Cl)cc3)ccc2=O)CC1	1	11	-2	4	4	-7	-2	-1.6	8	4
COc1ccc(N2CCN(C(=O)CCC(=O)NNc3nc4ccccc4c4nc(C)nn34)CC2)cc1	-1	-1	4	4	-5	1	3	-2.8	4	1
Cc1nc2ccc([N+](=O)[O-])cc2c(=O)n1Cc1cccc(Br)c1	-1	0	-7	2	-2	3	-4	-1.7	-2	-1
Cc1cc(N2CCN(S(=O)(=O)c3ccc4ccccc4c3)CC2)n2ncnc2n1	2	3	-1	11	0	-3	-3	0.1	-6	7
Oc1cccc(Nc2nc(-c3ccccc3)nc3ccccc23)c1	5	-8	-89	3	-53	24	1	-1.8	-45	-2
O=C(c1ccc(COc2ccc(Cl)cc2)o1)N1CCN(Cc2ccc3c(c2)OCO3)CC1	-1	3	-38	3	-9	-4	-1	1.3	5	-3
CC(C)CC1CCCC12NC(=O)NC2=O (stereo not given)	2	4	6	3	4	-2	-2	-0.6	7	11
CCOc1ccc(CCNC(=O)CCc2nc(-c3ccc(OC)cc3)no2)cc1OCC	-3	1	1	3	-6	-1	-1	-4.3	4	1
O=C1CCN(CCc2ccccc2)CCN1[C@H](CO)Cc1ccccc1	-1	-3	-1	1	5	-10	-2	0.6	-1	2
CS(=O)(=O)c1ccc(C(=O)Nc2ccc(S(=O)(=O)N3CCCCC3)cc2)cc1	5	0	-19	-3	-4	6	-3	-1.0	-11	12
NC(N)=Nc1ccc(N=C(N)N)cc1	-2	-2	6	7	-2	2	-3	-0.1	-2	22
CC1CCCN(C(=O)CSc2nnc(-c3cccs3)o2)C1 (stereo not given)	-3	-3	-2	-5	-5	-7	4	-3.2	-6	-4
CSc1nnc2c(n1)OC=Nc1ccc(Br)cc1-2	-11	-9	1	1	-2	1	6	-0.3	-5	-11
CCOC(=O)c1ccc(NC(=O)CCOc2ccc(OC)cc2)cc1	-1	-8	-7	2	-9	2	1	-0.4	-3	0
CC(=O)Nc1cccc(C(=O)OCC(=O)c2ccc(S(=O)(=O)N3CCCCC3)cc2)c1	-1	1	-8	-5	-10	11	-6	0.1	-2	-11
Cc1cccc(-c2cc3nc4c(c(N5CCOCC5)n3n2)CCCC4)c1	-4	3	-4	1	-2	-5	2	-0.5	-6	-13
CC1(C)Cc2nc(NCCN3CCOCC3)c(C#N)cc2CO1	-6	0	-6	0	-9	-1	1	0.8	0	-4
O=C(O)c1ccccc1C(=O)N1CCc2c([nH]c3ccccc23)C1C(F)(F)F (stereo not given)	-4	3	x	0	4	17	0	-1.4	3	-5
Cc1ccc(CNC(=O)c2oc3ccc(S(=O)(=O)N4CCC5(CC4)OCCO5)cc3c2C)cc1	0	1	-42	4	-11	4	-1	0.4	-15	-4
CC(NC(=O)Nc1ccc(F)cc1F)c1ccncc1 (stereo not given)	1	4	3	-4	1	3	-2	0.8	-5	4

The listing continues.
SMILES	LEDGF integ inh	TCR CD3 inh	HTRA1 inhibitor	NR1D1 modulator	ABHD4 inh	rCAG binder	PRMT1 FP inh	PG9 Ab binder	SIAE primary	TDP2 absorb
O=C(Nc1ccncc1)c1ccc(F)cc1	-1	-6	-3	5	-2	1	-1	0.7	-1	-5
Cc1cccc(C(=O)OCC(=O)NCc2ccc3c(c2)OCO3)c1C	-3	-1	-4	-4	7	2	2	-0.6	7	6
CC(C)=CCN1CCN(Cc2ccc(C#CC(C)(C)O)s2)CC1CCO (stereo not given)	3	6	6	-2	0	-7	-3	-1.3	1	0
O=C(N/C(=C\c1ccco1)C(=O)N1CCCC(CO)C1)c1ccccc1 (stereo not given)	-2	3	2	-2	5	2	4	-0.7	6	2

Complete entries, quoted from the list:
CC(C)=CCN1CCN(Cc2ccc(C#CC(C)(C)O)s2)CC1CCO (stereo not given) is entered as LEDGF integ inh = 3; TCR CD3 inh = 6; HTRA1 inhibitor = 6; NR1D1 modulator = -2; ABHD4 inh = 0; rCAG binder = -7; PRMT1 FP inh = -3; PG9 Ab binder = -1.3; SIAE primary = 1; TDP2 absorb = 0
O=C(Nc1ccncc1)c1ccc(F)cc1 is entered as LEDGF integ inh = -1; TCR CD3 inh = -6; HTRA1 inhibitor = -3; NR1D1 modulator = 5; ABHD4 inh = -2; rCAG binder = 1; PRMT1 FP inh = -1; PG9 Ab binder = 0.7; SIAE primary = -1; TDP2 absorb = -5

A portion of the library. The share of hits here may be higher or lower than overall.
